# M1 agonist – M1 muscarinic receptor agonists, primary screen, CHO-M1 cells, Fluo-4 calcium, agonist mode; Muscarinic acetylcholine receptor M1; Fluo-4 calcium fluorescence; stronger effect = higher value; B-score at 10 µM; 3% of 64,000 active;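 active means fluorescence rise, raw or as B-score row- and column-corrected plate score, outside the 99.7% band of its plate's samples, either direction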
# RORA act – activators of orphan receptor RORA, primary screen, cell-based, luminescence; Nuclear receptor ROR-alpha (Homo sapiens), P35398; CHO-K1 Gal4-RORA LBD luciferase reporter; percent increase over mock-subtracted basal signal; activation, % at 10 µM; 1.5% of 65,000 active;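 active means activation above the mean of all tested compounds plus 3 SD, cut at about 49% in these data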;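 further: 0% = DMSO-treated RORA cells and 100% = added signal equal to DMSO minus mock-transfected cells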
# Target sequence (P35398 whole entry, looked up, the tested form may be a part): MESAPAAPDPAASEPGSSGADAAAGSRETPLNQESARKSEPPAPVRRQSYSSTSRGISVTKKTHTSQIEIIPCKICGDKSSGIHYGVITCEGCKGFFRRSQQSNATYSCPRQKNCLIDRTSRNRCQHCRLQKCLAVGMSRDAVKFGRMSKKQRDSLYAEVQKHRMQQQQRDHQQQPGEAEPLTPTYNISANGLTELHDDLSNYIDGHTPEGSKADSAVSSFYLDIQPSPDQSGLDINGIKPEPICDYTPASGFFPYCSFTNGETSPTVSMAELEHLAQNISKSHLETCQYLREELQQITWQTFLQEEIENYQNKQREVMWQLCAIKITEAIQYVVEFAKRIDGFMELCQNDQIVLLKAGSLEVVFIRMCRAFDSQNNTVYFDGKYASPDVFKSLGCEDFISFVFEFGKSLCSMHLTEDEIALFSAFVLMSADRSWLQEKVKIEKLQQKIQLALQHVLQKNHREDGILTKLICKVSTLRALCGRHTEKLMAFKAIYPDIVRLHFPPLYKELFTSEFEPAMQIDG
# SF1 activator – activators of human SF-1, primary screen, cell-based, CHO-K1, Gal4-SF-1 LBD, luciferase luminescence; 1.9% of 65,000 active; AID 522, 2006; activation, % at 10 µM; CHO-K1 Gal4-SF-1 LBD luciferase reporter; % increase over DMSO SF-1-specific signal; Steroidogenic factor 1 (Homo sapiens), Q13285;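 active means activation above the mean activation of all tested compounds plus 3 SD, cut at about 50% in these data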
#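 Material: CHO-K1 cells with Gal4–hSF-1 LBD chimera plus Gal4-driven luciferase / Input: 4,000 CHO-K1 cells per well / Incubation: compound exposure 20 h at 37 °C / Signal: luminescence read 15 min after SteadyLite luciferase reagent, after room-temperature equilibration / Read-out: percent activation versus DMSO / Benchmarks: DMSO negative control and −SF1 background wells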
# NADH enzymes – inhibitors of PK/LDH coupling enzymes, profiling panel, artefact control, biochemical, MLSMR library; 0.02% of 65,000 active; IC50, µM (titrated, usually from 10 µM), inactives show at the highest dose inhibition; coupled PK/LDH NADH assays, four targets; AID 774, 2007;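 active means single-dose screening hits from any of four coupled enzyme assays that gave an IC50 when retested across doses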;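 further: the DPM-DC format reads NADH fluorescence rather than 340 nm absorbance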
# TNAP act mid DEA – human TNAP enzyme activators, primary screen, biochemical, luminescent, intermediate phosphate acceptor level. purified TNAP, CDP-star luminescence, 100 mM DEA, 30 min; stronger effect = higher value; scale: 0 levamisole-inhibited, 1 vehicle-only enzyme. activation factor at 20 µM. 64,000 tested, under 10 active. AID 813, 2007;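 active means activation factor of at least 2 at 20 µM, relative to controls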
# M1 antagonist – antagonists of rat M1 muscarinic receptor. Muscarinic acetylcholine receptor M1 (Rattus norvegicus), P08482. CHO-M1 cells, Fluo-4 calcium, ACh EC80 antagonist mode; stronger effect = lower value. B-score at 10 µM. 3.4% of 64,000 active. AID 628, 2007;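 active means calcium fluorescence response, raw or row-and-column corrected B-score, differing from the plate sample mean either way at a set confidence level, mostly lower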
# Target sequence (P08482 whole entry, looked up): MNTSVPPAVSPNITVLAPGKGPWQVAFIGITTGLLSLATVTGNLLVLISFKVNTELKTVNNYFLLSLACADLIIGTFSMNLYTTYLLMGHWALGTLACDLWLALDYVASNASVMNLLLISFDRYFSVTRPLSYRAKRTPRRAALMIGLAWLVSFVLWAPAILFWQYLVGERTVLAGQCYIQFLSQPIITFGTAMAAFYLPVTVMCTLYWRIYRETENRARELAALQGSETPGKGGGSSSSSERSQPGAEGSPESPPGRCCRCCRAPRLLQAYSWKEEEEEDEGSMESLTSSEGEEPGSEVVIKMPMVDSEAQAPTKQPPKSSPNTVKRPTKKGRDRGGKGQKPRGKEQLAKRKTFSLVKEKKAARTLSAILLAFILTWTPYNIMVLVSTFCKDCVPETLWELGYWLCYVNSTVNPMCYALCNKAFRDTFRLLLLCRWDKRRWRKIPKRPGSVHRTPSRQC
# Fluor 339 460 – intrinsic fluorescence of library compounds, ex339/em460 – biochemical, MLSMR library, data from DPM-DC assay, artefact control, profiling panel | compound autofluorescence, ex339/em460 nm, NADH buffer; stronger effect = higher value; 1 = no-compound wells, NADH background | fluorescence fold increase at 10 µM | 5.5% of 65,000 active;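 active means at 10 µM, mean starting fluorescence two-fold or more over control wells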;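 further: signal is the first read of a kinetic run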
# tolC growth inh – growth inhibitors of E. coli tolC mutant, primary screen, strain BW25113 ΔtolC::kan, 384-well; AID 573, 2007; growth inhibition, % at 10 µM (by protocol); 2.2% of 65,000 active; OD615;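 active means growth inhibition at or above a cutoff equal to the mean over every tested compound plus 3 SD, cut at about 60% in these data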;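 further: growth measured after 20 h incubation at 37 °C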
#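 Test system: tolC-deleted E. coli BW25113; medium: LB with kanamycin 50 µg/mL; compound: single-point testing at 10 µM; incubation: 20 h compound exposure of bacteria at 37 °C; signal: OD at 615 nm; evaluation: growth inhibition in percent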
# E coli RNAP – E. coli RNAP inhibitors, biochemical. DNA-directed RNA polymerase subunit beta (Escherichia coli (strain K12)), P0A8V2. E. coli RNA polymerase, fluorescence transcription assay. inhibition, %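 (tested at 10 µM)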. 0.2% of 62,000 active. AID 559, 2006; in the data active means inhibition above about 20%;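 further: 0% = enzyme without compound and 100% = no enzyme blank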
# Active calls of the source: *; / = no result given; [ ] = dose if it differs, or a comment.
# Value order: M1 agonist	RORA act	SF1 activator	NADH enzymes	TNAP act mid DEA	M1 antagonist	Fluor 339 460	tolC growth inh	E coli RNAP
> Cc1cc(C)nc(Sc2c(C)nn(-c3ccccc3)c2C)n1
 : 0.38	6	-9	3%	0.9	-1.8	1	12	6
> CCCOc1ccc(N2CC(C(=O)Nc3ncccc3C)CC2=O)cc1 (stereo not drawn)
 : -0.15	-19	-24	7%	1	0.74	1.1	-7	4
> Cc1cccc(CCNC(=O)C2CCCN(S(=O)(=O)c3cnc[nH]3)C2)c1 (stereo not drawn)
 : 1.1	0	12	3%	0.8	1.6	0.98	-13	-1
> CCn1cc(C(=O)N2CCN(c3ccccn3)CC2)c2cc(OC)c(OC)cc2c1=O
 : 0.13	8	16	7%	1	0.37	0.97	-1	-1
> Cc1cc(-n2c(C)cc(C(=O)COC(=O)CN=C3NS(=O)(=O)c4ccccc43)c2C)no1
 : 0.11	-14	3	11%	1	-0.5	1.1	-2	8
> Cc1ccc(Cn2c(SCCN3CCCCC3)nc3c2c(=O)n(C)c(=O)n3C)cc1
 : -2	11	-8	8%	1	-3.9*	1.1	3	9
> CCc1nnc(NC(=O)Cn2nnc(-c3ccccc3F)n2)s1
 : -0.6	-3	-11	3%	1	0.69	1.1	-2	3
> CC(=O)C1=C(O)C(=O)N(CCC(=O)O)C1c1cccc(F)c1 (stereo not drawn)
 : 0.21	6	13	3%	0.9	-0.74	1.1	-12	9
> O=C(O)c1cc2c(ccc3ccccc32)o1
 : -0.21	25	-2	6%	0.9	-0.16	1.5	-23	-5
> COc1ccccc1N1CCN(C(=O)c2cc(-c3cccs3)on2)CC1
 : 1.2	-5	-10	9%	1	-0.38	1.1	48	-1
> CCN(CC(=O)N1CCOCC1)S(=O)(=O)c1ccc(C)cc1
 : -1.6	-27	-16	4%	1	-0.12	1.1	-14	5
> Cc1cc(=O)n2nc(N3CCCC(C(=O)N4CCc5ccccc54)C3)sc2n1 (stereo not drawn)
 : 1.2	-10	0	3%	0.9	-12*	1.1	-9	9
> O=C(CCc1ccccc1)Nc1nnc(-c2ccc3c(c2)CCCC3)o1
 : 0.31	22	45	7%	0.8	0.2	1.1	36	1
> C=CCn1c(SCC(=O)Nc2ccccc2C)nnc1-c1ccncc1
 : 0.42	-5	-8	5%	0.9	0.33	1.1	-6	1
> O=C(O)CCC(=O)Nc1ccc(C(=O)OC2CCCCC2)cc1
 : -0.26	-13	-2	0%	0.9	0.016	1.1	16	/
> CCC(CC)C(=O)Nc1c2c(nn1-c1ccc(OC)cc1)CS(=O)(=O)C2
 : -0.5	-16	-3	6%	0.9	0.44	1.1	-8	7
> CN(C)CCCN1C(=O)c2oc3ccccc3c(=O)c2C1c1cccs1 (stereo not drawn)
 : 1.4	4	22	2%	0.8	0.97	1.1	2	-2
> CC(C)C(NC(=O)c1ccc(S(=O)(=O)N2CCOCC2)cc1)c1nc2ccccc2[nH]1 (stereo not drawn)
 : -0.71	-6	-1	1%	0.9	0.17	1	-4	3
> COc1ccc(NC(=O)C2CCN(S(=O)(=O)c3cccc4cccnc34)CC2)cc1OC
 : -0.0065	-7	-2	6%	0.9	-0.98	0.86	0	2
> C=CCOc1ccc(/C(O)=C2\C(=O)C(=O)N(CCN(C)C)C2c2cccs2)cc1 (stereo not drawn)
 : -1.2	15	9	3%	1	0.09	1.1	9	16
> CCOc1ccc(NC(=O)C2CCN(C(=O)NCc3ccccc3)CC2)cc1
 : -1.2	-8	-11	8%	0.9	-0.053	1	-21	5
> Cc1[nH]c2ccccc2c1CCO
 : -0.35	-5	6	2%	0.9	-0.51	1.1	-27	-1
> CCCn1c(N2CCN(C(=O)N3CCCCC3)CC2)nc2ccccc21
 : 0.9	-13	-2	6%	0.9	0.076	1.1	4	1
> CCOC(=O)N1CCN(C(=O)CSc2nnc(Cc3ccccc3)o2)CC1
 : -2.4	-7	-2	1%	0.9	0.28	1	1	4
> O=C(NCCc1c[nH]c2ccccc12)C(F)(F)C(F)F
 : -0.78	-3	-11	5%	0.9	-0.19	1.2	-32	-6
> CC(C)(C)c1[nH]nc2c1C(c1ccncc1)C(C#N)=C(N)O2 (stereo not drawn)
 : 1.1	11	-16	5%	0.9	1.3	1.1	-12	4
> Cc1c(C(=O)N2CCN(c3ccc(C(F)(F)F)cn3)CC2)oc2ccccc12
 : -0.67	32	16	5%	1	-0.04	1.1	17	1
> COc1ccc(CC(C(=O)Nc2cc(C)ccc2C)/C(N)=N/O)cc1 (stereo not drawn)
 : 2.4*	-16	2	0%	0.9	-0.4	1.1	-22	7
> CC1CCCc2sc3nc(N4CCN(CCO)CC4)n4ncnc4c3c21 (stereo not drawn)
 : -1.7	10	-7	1%	0.9	-0.029	1.1	12	4
> COc1cc2c(cc1OC)-c1nncn1C(C)(C)C2
 : -0.41	-23	1	3%	1	0.34	1.1	-25	-5

# Marked active in M1 antagonist, among the entries above:
mol | M1 agonist | SF1 activator | NADH enzymes | TNAP act mid DEA | M1 antagonist | Fluor 339 460 | E coli RNAP
Cc1ccc(Cn2c(SCCN3CCCCC3)nc3c2c(=O)n(C)c(=O)n3C)cc1 | -2 | -8 | 8% | 1 | -3.9* | 1.1 | 9
Cc1cc(=O)n2nc(N3CCCC(C(=O)N4CCc5ccccc54)C3)sc2n1 (stereo not drawn) | 1.2 | 0 | 3% | 0.9 | -12* | 1.1 | 9

# (further entries)
# Value order: M1 agonist	RORA act	SF1 activator	NADH enzymes	TNAP act mid DEA	M1 antagonist	Fluor 339 460	tolC growth inh	E coli RNAP
> O=C(C1CCC1)N1CCc2cc(S(=O)(=O)N3CCN(c4ccccn4)CC3)ccc21
 : -0.065	-19	13	6%	1	-0.41	1.1	17	6
> COc1cccc(OCCCCSc2ncccn2)c1
 : -0.43	1	-3	8%	0.9	-0.031	1.1	14	6
> COC(=O)c1ccc(CN(Cc2ccc(C(=O)OC)o2)C(C)(C)C)o1
 : -0.039	-6	-7	8%	1	0.84	1.1	-14	5
> CCCCn1c2c(c(=N)c3c1CCC3)CCC2
 : 0.56	-4	-5	5%	0.9	-0.3	1.1	16	2
> CCOc1cc(C2C(C(=O)c3ccc(C)cc3)=C(C(=O)OC)Nc3nnnn32)ccc1O (stereo not drawn)
 : -0.99	-15	-14	7%	0.9	-0.73	1.1	0	1
> CCn1cc(C2=NC(c3ccccc3)CO2)c2ccccc21 (stereo not drawn)
 : -0.028	-12	13	2%	0.9	-0.72	1.1	28	0
> COC(=O)c1ccccc1NC(=O)c1ccc(COc2ccccc2)o1
 : 0.54	-2	7	1%	0.8	-0.62	1.1	60	6
> CN(C)c1nc(N)nc(CSc2n[nH]c(-c3ccccc3)n2)n1
 : 0.66	-7	32	10%	0.6	0.032	1.1	10	/
> CCOC(=O)CSc1ccc2nnc(-c3cccs3)n2n1
 : 2.2	-8	3	4%	1	-0.099	1.2	9	2
> CC(C)Cc1nc(N2CCN(C(=O)C(C)C)CC2)c(C#N)c2c1CCC2
 : 2.5	-10	-15	15%[fluoresces]	0.9	0.57	2.1*	1	8
> COC(=O)C1CCN(C(c2ccc(OC)c(OC)c2)c2sc3nc(C)nn3c2O)CC1 (stereo not drawn)
 : -0.058	-13	2	5%	0.9	0.19	1	0	7
> O=C(OC(C(=O)NC1CCCC1)c1ccccc1F)c1ccco1 (stereo not drawn)
 : 0.41	3	-8	3%	1	-0.34	1.1	0	5
> CCOc1ccc2[nH]c(=O)c(CN(Cc3ccco3)C(CC)c3nnnn3Cc3ccccc3)cc2c1 (stereo not drawn)
 : 0.22	25	-7	9%	0.9	-0.44	1.8	4	5
> Cc1ccc(C(C)n2cc(C(=O)NCc3ccncc3)nn2)cc1 (stereo not drawn)
 : -0.14	4	3	6%	0.9	0.61	1.1	-8	9
> CN1CCN(c2ccccc2NC(=O)c2ccc(Br)o2)CC1
 : 1.6	3	-15	5%	0.9	-0.59	1.1	4	4
> CC(=O)c1cccc(NC(=O)COc2ccccc2)c1
 : 0.42	-20	0	5%	0.9	0.38	1.1	4	2
> CCC(C)c1ccc(O)c(NC(=O)c2cccnc2)c1 (stereo not drawn)
 : 0.031	-7	-29	2%	1	-0.74	1.1	18	0
> CCCc1noc2c1C(c1ccoc1)C(C#N)=C(N)N2 (stereo not drawn)
 : 0.5	-10	-18	6%	0.8	1.3	1.1	-17	-1
> Cc1nc(SCC(=O)NCc2ccc3c(c2)OCO3)c(C#N)c2c1CCCC2
 : 0.18	-14	-17	4%	0.9	0.26	1.1	27	8
> Nn1c(COc2cccc(Br)c2)nnc1SCC(=O)N1CCc2ccccc2C1
 : 1.1	-10	-1	2%	0.9	0.4	1.1	5	4
> CCC(=O)Nc1ccc(-c2nc(-c3ccccc3)n(CC(=O)N3CCCCC3)n2)cc1
 : /	6	19	3%	1	/	1.1	-12	8
> CCN(CC)S(=O)(=O)c1cccc2cc(C(=O)O)c(O)cc12
 : 0.025	-20	-3	12%	0.9	-0.46	2.1*	/	3
> c1coc(-c2nnc3sc(C4CCCCC4)nn23)c1
 : -0.045	6	-6	3%	0.9	0.28	1.1	17	3
> O=S(=O)(c1ccc(-n2cnnn2)cc1)N(C1CCCCC1)C1CCCCC1
 : 0.47	-8	-4	9%	0.9	0.95	0.96	-13	12
> CCOC(=O)C1CCCN(C(=O)c2cnn3c(C(F)(F)F)cc(-c4ccccc4)nc23)C1 (stereo not drawn)
 : 0.47	9	8	2%	0.9	-0.38	1.5	18	6
> CCn1c(SCc2ccc(C#N)cc2)nnc1-c1ccc(S(=O)(=O)N2CCCCC2)cc1
 : 1.6	14	-21	10%	0.9	-1.7	1.1	31	8
> Cc1ccc2nc(Nc3nc(=O)c4ccccc4n3C)nc(C)c2c1
 : -0.003	10	-12	5%	0.9	0.18	1.2	2	/
> COc1ccccc1-c1c(C)nn2c(N3CCCCCC3)cc(C)nc12
 : -0.44	19	10	9%	1	-2.5*	1.5	60	0
> CCOc1ccc(-c2nnn(CC(=O)Nc3ccccc3OC)n2)cc1OCC
 : 1.1	-16	-10	2%	0.9	0.082	1.1	-10	5
> Fc1cccc(C2CC(c3cccc(Br)c3)Nc3nnnn32)c1 (stereo not drawn)
 : -0.3	-10	0	1%	0.9	-0.47	1.1	23	3
> Cc1cccc(NC(=O)Cn2cnc3ccc(S(=O)(=O)N4CCC(C)CC4)cc3c2=O)n1
 : /	7	-11	4%	0.9	/	1.1	27	-1
> COc1cccc(/C=N/n2c(SC)nnc2-c2ccccc2)c1O
 : 7.2*	5	27	1%	0.9	-1	1.1	12	7
> COc1ccc(CNc2nc3ccccc3n2CCN2CCCCC2)c(OC)c1
 : /	-10	-14	1%	0.9	/	1.2	49	/
> Cc1cnnc2c1-c1no[n+]([O-])c1CC2
 : /	-4	-4	1%	0.9	/	1.1	-10	9
> COCCCn1c(=NC(=O)c2ccc3c(c2)OCO3)c(C#N)cc2c(=O)n3cccc(C)c3nc21
 : 0.04	-3	-8	4%	0.8	0.0079	1.3	7	-4
